From PubChem
TPT1 inh = C. albicans TPT1 enzyme inhibition. 300,000 compounds, 0.81% hits. recombinant caTPT1, FP RNA substrate dephosphorylation. AID 1962. inhibition, % at 5 µM;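 active = inhibition above the mean of all tested compounds plus 3 SD, set per screening campaign, cut at about 24% in these data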;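 also: plate controls were DMSO alone for no effect and ferristatin control at 100 nM for full effect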
Bcl-xL primary = Bcl-xL (human) inhibition | GST-Bcl-xL / FITC-Bim BH3 peptide fluorescence polarization | inhibition, % at 10.9 µM | 320,000 compounds, 0.7% hits | AID 2129;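 active = inhibition above the mean of all tested compounds plus 3 SD, cutoff set per campaign, cut at about 30% in these data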;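 also: 0% = DMSO wells and 100% = unlabeled Bim-BH3 peptide competitor; inhibitors lower millipolarization by displacing the labeled peptide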
Target sequence (Q07817 whole entry, looked up): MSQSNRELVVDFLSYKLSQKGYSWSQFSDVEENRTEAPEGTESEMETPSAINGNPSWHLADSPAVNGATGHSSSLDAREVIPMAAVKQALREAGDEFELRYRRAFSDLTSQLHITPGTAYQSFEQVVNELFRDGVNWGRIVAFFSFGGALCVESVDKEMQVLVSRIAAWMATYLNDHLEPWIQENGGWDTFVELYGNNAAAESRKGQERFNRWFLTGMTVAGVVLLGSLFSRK
MEX-5 binding = C. elegans MEX-5 TCR-2 RNA binding activity; AID 1832; MEX-5/FITC-TCR2 RNA binding, fluorescence polarization; stronger effect = lower value; 300,000 compounds, 0.38% hits; activity score (negative = inhibition of binding), % at 10 µM;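 active = inhibition past about -25% in most replicates, and total fluorescence under double the plate's negative control median, limit read from the data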;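 also: 0% = DMSO and -100% = 5 µM competing unlabeled TCR2 RNA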
Target sequence (Q9XUB2 whole entry, looked up): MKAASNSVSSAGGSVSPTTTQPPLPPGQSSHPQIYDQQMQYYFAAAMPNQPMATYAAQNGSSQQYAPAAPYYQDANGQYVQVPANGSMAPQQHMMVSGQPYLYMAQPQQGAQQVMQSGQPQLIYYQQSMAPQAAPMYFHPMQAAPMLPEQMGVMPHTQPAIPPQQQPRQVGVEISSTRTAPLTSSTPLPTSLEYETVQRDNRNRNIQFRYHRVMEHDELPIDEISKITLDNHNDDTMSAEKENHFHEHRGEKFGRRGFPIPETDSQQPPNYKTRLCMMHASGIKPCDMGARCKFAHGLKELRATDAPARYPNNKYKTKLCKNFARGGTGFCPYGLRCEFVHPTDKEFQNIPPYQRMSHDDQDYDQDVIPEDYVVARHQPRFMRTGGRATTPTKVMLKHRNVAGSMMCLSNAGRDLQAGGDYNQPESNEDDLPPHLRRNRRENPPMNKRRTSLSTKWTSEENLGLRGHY
Fam108B counter = Fam108B inhibition, counter-screen for RBBP9 inhibitors; recombinant Fam108B, FP-Rh probe fluorescence polarization; inhibition, % at 9.51 µM; 300,000 compounds, 0.33% hits; AID 1947;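 active = inhibition above the screen mean inhibition plus 3 SD, computed separately per campaign, cut at about 18% in these data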;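 also: inhibitors lower polarization as less probe binds the enzyme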
PAD4 FP inh = inhibitors of human PAD4; Q9UM07; recombinant PAD4, RCA probe fluorescence polarization; inhibition, % at 6.36 µM; 330,000 compounds, 0.41% hits;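 active = percent inhibition above a cutoff equal to the mean of all tested compounds plus 3 SD, cut at about 15% in these data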;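 also: 0% = PAD4 with RCA probe and DMSO and 100% = probe without PAD4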
GSTO1 counter = counter-screen for RBBP9 inhibitors: inhibitors of human GSTO1; 300,000 compounds, 1.1% hits; P78417; inhibition, % at 5.96 µM; AID 1974; recombinant GSTO1, activity-based probe fluorescence polarization;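 active = inhibition above the campaign mean inhibition plus 3 SD, cut at about 35% in these data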;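 also: 0% = GSTO1-1 with DMSO and 100% = wells lacking GSTO1-1 enzyme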
MCL1 BIM primary = MCL1-BIM-BH3 interaction inhibition (human) | 320,000 compounds, 0.68% hits | Q07820 | GST-MCL1 / FITC-Bim-BH3 fluorescence polarization | inhibition, % at 10.9 µM;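 active = inhibition above the mean inhibition of all tested compounds plus 3 SD, set per campaign, cut at about 40% in these data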;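 also: 0% = DMSO wells and 100% = unlabeled Bim-BH3 peptide control; higher means more loss of mP so more displacement of Bim peptide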
Target sequence (Q07820 whole entry, looked up): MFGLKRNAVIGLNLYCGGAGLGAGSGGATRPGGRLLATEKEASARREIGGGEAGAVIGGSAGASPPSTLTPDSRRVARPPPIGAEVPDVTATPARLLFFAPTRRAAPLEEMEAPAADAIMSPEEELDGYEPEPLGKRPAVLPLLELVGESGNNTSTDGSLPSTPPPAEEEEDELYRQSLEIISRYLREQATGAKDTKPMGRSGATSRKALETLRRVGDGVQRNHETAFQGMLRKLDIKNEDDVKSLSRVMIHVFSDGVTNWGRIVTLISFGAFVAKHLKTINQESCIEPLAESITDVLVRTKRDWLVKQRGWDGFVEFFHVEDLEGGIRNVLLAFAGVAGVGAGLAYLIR
GLD-1 RNA inh = GLD-1-TGE RNA interaction inhibition (C. elegans) | Q17339 | purified GLD-1 + fluorescein TGE RNA, fluorescence polarization | inhibition, % at 5.96 µM | 320,000 compounds, 0.44% hits | AID 2280;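 active = percent inhibition above a per-plate cutoff, the plate mean of test compounds plus 3 SD, cut at about 30% in these data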;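 also: 0% = DMSO wells with GLD-1 and probe and 100% = wells lacking GLD-1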
PME-1 primary = PME-1 (human) inhibition | AID 2130 | 320,000 compounds, 0.53% hits | recombinant PME-1, FP-Rh probe fluorescence polarization | inhibition, % at 5.9 µM;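 active = inhibition above the campaign mean of all compounds plus 3 SD, cut at about 26% in these data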;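 also: competitive labeling of PME-1 active site by serine hydrolase directed probe; 0% = PME-1 with DMSO and 100% = wells lacking PME-1 enzyme; inhibitors block probe labeling so polarization falls and inhibition rises; many of its hits are not listed in these tables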
* = called active by the depositor; · = no result given. An excerpt; rates above refer to the full screens.

SMILES	TPT1 inh	Bcl-xL primary	MEX-5 binding	Fam108B counter	PAD4 FP inh	GSTO1 counter	MCL1 BIM primary	GLD-1 RNA inh	PME-1 primary
COc1cc(C2C(C(C)=O)=C(O)C(=O)N2CCc2c[nH]c3ccccc23)ccc1O (configuration not stated)	0	7	-1.0	3	-1	4	1	7	0
CCOC(=O)C1CCCN(C(=O)c2cccc(S(=O)(=O)N3CC(C)OC(C)C3)c2)C1 (configuration not stated)	-2	2	1.1	0	-7	-9	-4	3	20
Cc1cc(C)n(/N=C/c2c[nH]c3ccccc23)c(=O)c1	-3	3	3.8	0	-1	-11	-4	5	-1
Cc1noc(C)c1S(=O)(=O)Nc1ccc(C(=O)NC2CCCCC2C)cc1 (configuration not stated)	4	-2	2.4	-1	4	2	2	2	0
COc1ccc(OC)c(NC(=O)Cn2cc(C#N)c3ccccc32)c1	-2	1	0.0	7	-4	-2	6	7	1
CN(C)S(=O)(=O)c1ccc2c(c1)nc1n2CCC1	-4	1	-1.6	-8	-6	-10	4	-3	2
Cc1ccccc1C(=O)N(Cc1cccs1)C1CCS(=O)(=O)C1 (configuration not stated)	-1	1	-0.7	-3	3	7	6	4	1
CNc1ccc(C2(O)C(=O)c3ccccc3C2=O)cc1	-5	8	-0.9	-1	5	13	15	-1	-6
O=C(Nc1ccccc1F)c1ccc(CSc2ccccc2)o1	1	1	1.4	-2	-2	4	3	-3	-3
COn1c(SCc2ccc(Cl)cc2)nc2ccccc2c1=O	-2	-1	-0.9	-2	2	3	0	3	0
Cc1ccc(S(=O)(=O)N2CCN(C(=O)N3CCOCC3)C2C)cc1 (configuration not stated)	-4	10	2.7	1	-5	-5	6	-3	-5
CCCCN(CC)C(=O)c1ccc(Cl)cc1	-2	1	-0.7	2	3	1	7	8	-3
Nc1nc(Cl)cc(Nc2ccccc2Cl)n1	-2	7	-2.3	-2	-3	5	1	-4	-4
COCCCNc1ncnc2ccc(C)cc12	1	3	0.3	4	0	-1	-6	5	1
CC1CCCC(C)N1S(=O)(=O)c1ccc(S(=O)(=O)NCc2ccccc2)cc1 (configuration not stated)	0	5	0.4	-6	0	2	8	5	-3
O=Cc1cn(CC(=O)Nc2ccc(F)cc2)c2ccccc12	-2	9	-0.5	4	-4	1	1	2	-3
Cc1ccc(NC(=O)CN2C(=O)NC3(CCc4ccccc43)C2=O)cc1 (configuration not stated)	0	3	0.8	-3	-1	1	2	1	-1
C=CCn1c(SCC(=O)NC2CCCCC2)nnc1-c1ccc(OC)cc1	-2	0	·	-6	2	1	1	10	-6
CCOC(=O)c1cnc2cc(C)nn2c1-c1ccccc1	-1	4	-0.4	2	-3	2	3	4	-4
COc1cccc(C(=O)NCCSCc2c(F)cccc2Cl)c1	-1	6	1.9	-2	-5	-2	2	6	-3
COc1ccc(-c2oc3ccc(-c4cc(OC)c(OC)c(OC)c4)cc3c2C(=O)c2ccc(OC)nc2)cc1	-3	-15	4.1	-8	-8	-2	-21	-3	4
CCCc1ccc(-c2cc(C(=O)N3CCN(c4ccccn4)CC3)c3ccccc3n2)cc1	2	2	-2.1	-2	-2	-2	3	9	-8
CCOCCCNC(=O)c1cc(Nc2ccc(OC)cc2OC)nc2ccccc12	-1	4	-1.3	-2	-5	-1	2	-6	0
CC(C)N(CCc1ccncc1)C(=O)Nc1ccc(F)cc1	-2	5	0.5	-1	-1	3	0	3	1
COc1ccccc1NC(=O)CSCc1ccc([N+](=O)[O-])cc1	-1	3	1.7	-2	-1	1	6	2	5

An excerpt from above in order of the MEX-5 binding value, largest number first:
SMILES | MEX-5 binding
Cc1noc(C)c1S(=O)(=O)Nc1ccc(C(=O)NC2CCCCC2C)cc1 (configuration not stated) | 2.4
CC1CCCC(C)N1S(=O)(=O)c1ccc(S(=O)(=O)NCc2ccccc2)cc1 (configuration not stated) | 0.4
Cc1ccccc1C(=O)N(Cc1cccs1)C1CCS(=O)(=O)C1 (configuration not stated) | -0.7
CN(C)S(=O)(=O)c1ccc2c(c1)nc1n2CCC1 | -1.6
Nc1nc(Cl)cc(Nc2ccccc2Cl)n1 | -2.3

New compounds follow.
SMILES	TPT1 inh	Bcl-xL primary	MEX-5 binding	Fam108B counter	PAD4 FP inh	GSTO1 counter	MCL1 BIM primary	GLD-1 RNA inh	PME-1 primary
Cn1cnnc1SCC(=O)Nc1ccc(S(=O)(=O)N2CCOCC2)cc1	·	4	·	·	4	·	-2	1	1
CN(C)CCNc1ncnc2c1sc1nc(N3CCOCC3)c3c(c12)CC(C)(C)SC3	0	-2	3.2	4	3	3	-1	-3	0
COc1ccccc1NC(=O)N1C2CCCC1CC(NC(=O)c1ccccc1)C2 (configuration not stated)	-1	-6	-0.2	1	3	8	-2	-3	4
CCN(CC)CCCN(Cc1cc2cc3c(cc2[nH]c1=O)OCO3)C(=O)Nc1ccccc1OC	-1	4	2.3	-2	-3	1	8	8	3
Cc1ccc(S(=O)(=O)N2CCOCC2)cc1NC(=O)COc1ccc2c(C)cc(=O)oc2c1	-1	1	-0.9	-2	3	2	-12	1	5
Fc1ccc(CSc2nncn2NCc2ccc3c(c2)OCO3)cc1	3	-3	-1.7	3	-2	4	-6	12	0
Cc1cccc(COCC(Cc2ccccc2)N2CCN(C(=O)c3ccc(C(F)(F)F)cc3)CCC2=O)c1 (configuration not stated)	-5	-1	0.4	3	3	9	4	-1	2
O=C(Nc1ccncc1)c1ccc(-c2ccccc2)cc1	0	-4	-0.8	0	4	-2	-2	2	-3
COc1ccc(/C=N/n2cc(-c3ccc(OC)cc3)nc2N)cc1	8	-1	-3.0	4	0	-1	1	2	2
N#Cc1cc2c(nc1S(=O)(=O)Cc1ccccc1)CCCC2	3	3	3.2	-1	-6	4	7	7	3
O=C(Nc1nc2c(s1)CCCC2)c1ccc2ncsc2c1	1	3	1.5	-1	6	-1	0	1	-4
CCOc1nc2cnccc2n(CC(=O)Nc2cccc(C)c2)c1=O	1	4	-5.6	1	-1	10	-5	9	-3
Cn1c(SCc2cc(=O)[nH]c3ccccc23)nnc1-c1ccco1	-3	-4	-0.1	-2	4	0	-4	-2	-2
COc1ccc([C@H]2Oc3cc(O)cc(O)c3C(=O)C2[C@@H]2C(=O)c3c(O)cc(O)cc3O[C@@H]2c2ccc(OC)cc2)cc1 (some centres not stated)	-2	3	5.3	-9	-3	-7	-5	6	-28
COc1ccccc1OCC(=O)Nc1ccc2c(c1)n(C)c(=O)n2C	-3	1	-1.7	-1	1	-3	4	4	-2
CC1(C)CC2(CC(C)(C)NC(=O)N2)NC(=O)N1	-7	4	2.0	0	3	11	2	0	-4
CCOC(=O)c1ccccc1NC(=O)C1CCN(c2ncnc3sc(C)c(C)c23)CC1	1	-1	-0.7	-2	-8	-10	-3	6	-4
O=S1(=O)CCOC[C@H](CC2CCCCC2)N1Cc1ccc(F)cc1	-2	5	1.3	2	-3	5	8	-2	2
CCOC(=O)c1cc(-c2ccccc2)sc1NC(=O)C(C)N1C(=O)NC(C)(c2ccc(Cl)cc2)C1=O (configuration not stated)	5	1	3.6	-17	3	-16	-2	-4	-34
CC(=O)Nc1cc(C(C)(C)C)c(O)c(C(C)(C)C)c1	-6	6	-1.3	1	-2	6	3	4	-7
[O-][n+]1c2c(nn1-c1ccc(Cl)c(Cl)c1)-c1nonc1CC2	3	0	-6.2	-3	-5	11	-5	-1	-4
Cc1nn(C)c(=O)n1-c1ccc(Oc2ccccc2)cc1	-3	4	-0.7	0	0	-3	6	2	1
O=C(COC(=O)c1cccc(NS(=O)(=O)/C=C/c2ccccc2)c1)Nc1ccccc1OC(F)F	-2	0	0.6	-20	-3	-4	3	2	-5
O=C(/C=C/c1ccccc1[N+](=O)[O-])NCc1ccccc1Cl	-3	3	2.0	5	3	1	5	5	-4
COC(=O)C1=C(N)c2c(F)cccc2C1(C#N)c1ccccc1 (configuration not stated)	-7	2	0.2	-3	0	0	4	-2	4

A few values from the results shown.
Cc1ccc(S(=O)(=O)N2CCOCC2)cc1NC(=O)COc1ccc2c(C)cc(=O)oc2c1 @ GLD-1 RNA inh = 1
Fc1ccc(CSc2nncn2NCc2ccc3c(c2)OCO3)cc1 @ TPT1 inh = 3
Cc1nn(C)c(=O)n1-c1ccc(Oc2ccccc2)cc1 @ TPT1 inh = -3
CCOC(=O)c1ccccc1NC(=O)C1CCN(c2ncnc3sc(C)c(C)c23)CC1 @ MCL1 BIM primary = -3
COc1ccccc1NC(=O)N1C2CCCC1CC(NC(=O)c1ccccc1)C2 (configuration not stated) @ Bcl-xL primary = -6
Cc1cccc(COCC(Cc2ccccc2)N2CCN(C(=O)c3ccc(C(F)(F)F)cc3)CCC2=O)c1 (configuration not stated) @ PME-1 primary = 2
Cn1c(SCc2cc(=O)[nH]c3ccccc23)nnc1-c1ccco1 @ GLD-1 RNA inh = -2

Remaining list, next part:
SMILES	TPT1 inh	Bcl-xL primary	MEX-5 binding	Fam108B counter	PAD4 FP inh	GSTO1 counter	MCL1 BIM primary	GLD-1 RNA inh	PME-1 primary
COc1ccc(-c2cc(C(=O)N3CCN(c4ncccn4)CC3)c3ccccc3n2)c(OC)c1	0	2	0.3	-2	4	-3	4	-3	9
C[C@H]1CC[C@@]2(O[C@@H](CCO)C[C@@H](O)[C@@H]2O)O1	-1	1	1.0	3	0	1	2	0	4
COc1cccc(-c2nnc(SCc3ccc(C#N)cc3)n2Cc2ccco2)c1	4	-14	0.8	1	-7	-4	-5	1	-5
O=c1[nH]c2cc3c(cc2cc1CN(Cc1nnnn1CC1CCCO1)C1CCCCC1)OCO3 (configuration not stated)	-45	77*	-6.3	2	-6	-3	85*	43*	5
Cc1cccc(Nc2ncnc3onc(-c4cccc(Cl)c4)c23)c1	0	3	-0.2	-2	-2	-1	1	6	2
CCN1CCN(C(=O)c2sc3ncnc(N4CCc5ccccc5C4)c3c2C)CC1	-2	7	0.6	-1	6	5	5	0	6
CCOc1ccc(C(=O)NC2CCN(C(=S)NCc3ccco3)CC2)cc1	1	6	0.9	0	6	-4	12	2	-2
Cc1oc2ccc(OC(=O)N3CCOCC3)cc2c1C(=O)OC(C)C	-2	-2	1.7	1	2	0	6	1	5
O=C(NNc1ncnc2ccccc12)c1cccc(Cl)c1	-1	3	-4.4	2	-2	-3	3	0	13
COc1ccc(-c2csc(NC(=O)CCNC(=O)c3ccco3)n2)cc1OC	·	5	·	·	5	·	4	1	-3
Cc1cccc(OCCN2C(=O)C(=O)c3cccc(C)c32)c1	1	-5	0.7	-4	0	2	-6	9	-5
O=C(O)c1ccc(-n2nnnc2SCc2ccccc2Br)cc1	-7	5	-1.3	3	0	4	4	2	4
COC(=O)c1cc(S(=O)(=O)N2CCN(c3ccc(F)cc3)CC2)cn1C	2	7	0.4	2	0	12	4	-1	0

Three compounds already listed, sorted by heavy-atom count, high to low.
SMILES	TPT1 inh	Bcl-xL primary	MEX-5 binding	Fam108B counter	PAD4 FP inh	GSTO1 counter	MCL1 BIM primary	GLD-1 RNA inh	PME-1 primary
COc1cccc(-c2nnc(SCc3ccc(C#N)cc3)n2Cc2ccco2)c1	4	-14	0.8	1	-7	-4	-5	1	-5
O=C(O)c1ccc(-n2nnnc2SCc2ccccc2Br)cc1	-7	5	-1.3	3	0	4	4	2	4
O=C(NNc1ncnc2ccccc12)c1cccc(Cl)c1	-1	3	-4.4	2	-2	-3	3	0	13
